Screens deposited in PubChem BioAssay by National Center for Advancing Translational Sciences (NCATS).
TDP1 inh = qHTS Assay for Inhibitors of Tyrosyl-DNA Phosphodiesterase (TDP1); recombinant TDP1, AlphaScreen DNA substrate cleavage; Potency, µM (highest dose often 130 µM), without a hit: at the top dose activity change, negative = inhibition, hits mostly inhibitors; hit rate 0.28% among 350,000; AID 485290, 2010; also: nearly all actives have a fitted effect of over 40% in size
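Enzyme-compound mixtures sat 15 min at room temperature, followed by a 5 min reaction with 15 nM final substrate and 10 min with AlphaScreen beads. Recombinant human Tdp1 was used at 1 nM final.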
GCN5L2 inh = qHTS Assay for Inhibitors of GCN5L2 | Histone acetyltransferase KAT2A (Homo sapiens), Q92830 | GCN5L2 HAT assay, ThioGlo1 CoA-SH fluorescence | Potency, µM (doses to about 58.9 µM), without a hit: at the top dose activity change, negative = inhibition, most hits filed as inhibitors | hit rate 0.21% among 390,000
Target sequence (Q92830 whole entry, looked up): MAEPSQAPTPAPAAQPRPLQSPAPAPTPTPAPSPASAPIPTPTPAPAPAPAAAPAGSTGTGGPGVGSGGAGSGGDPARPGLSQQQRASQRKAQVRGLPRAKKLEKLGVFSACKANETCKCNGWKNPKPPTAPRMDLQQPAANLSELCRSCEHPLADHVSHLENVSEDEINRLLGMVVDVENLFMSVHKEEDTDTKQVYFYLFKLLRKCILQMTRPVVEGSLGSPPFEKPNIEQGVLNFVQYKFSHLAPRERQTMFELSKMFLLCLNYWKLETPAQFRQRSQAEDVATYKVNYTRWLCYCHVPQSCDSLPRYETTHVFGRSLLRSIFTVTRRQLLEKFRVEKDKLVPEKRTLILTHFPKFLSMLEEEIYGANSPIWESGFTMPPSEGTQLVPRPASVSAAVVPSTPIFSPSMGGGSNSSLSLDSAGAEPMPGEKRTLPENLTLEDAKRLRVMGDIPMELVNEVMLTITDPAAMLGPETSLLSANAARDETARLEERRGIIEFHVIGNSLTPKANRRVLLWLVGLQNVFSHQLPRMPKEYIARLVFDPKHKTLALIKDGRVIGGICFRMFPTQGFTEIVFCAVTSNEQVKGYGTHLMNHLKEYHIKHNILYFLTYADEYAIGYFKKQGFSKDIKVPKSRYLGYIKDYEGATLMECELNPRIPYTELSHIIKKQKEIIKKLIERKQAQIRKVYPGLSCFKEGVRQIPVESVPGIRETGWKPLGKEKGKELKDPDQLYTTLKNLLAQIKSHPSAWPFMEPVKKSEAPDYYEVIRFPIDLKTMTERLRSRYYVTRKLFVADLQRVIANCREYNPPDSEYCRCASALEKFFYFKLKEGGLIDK
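GCN5L2 (20 nM) in 50mM HEPES pH 7.5, 0.1mM EDTA, 0.01% Tween-20 preincubated 15 min with compounds at room temperature. Reaction started with H3(1-25) 75uM, acetyl-CoA 70uM, ThioGlo1 50uM; CoA-thiol fluorescence (Ex340/Em540) read at 0 and 20 min.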
DT40 TDP1 no CPT = qHTS for Inhibitors of human tyrosyl-DNA phosphodiesterase 1 (TDP1): qHTS in cells in absence of CPT | hit rate 15% among 420,000 | Potency, µM (top dose mostly 46.2 µM), without a hit: at the top dose activity change, negative = growth inhibition, most hits filed as inhibitors | DT40 Tdp1-/- hTDP1 cells, no CPT, ATP luminescence, 48 h; also: nearly all actives have a fitted effect of over 55% in size
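Luminescent ATP content (CellTiter-Glo) served as the growth readout. Knockout chicken DT40 cells expressing human TDP1 were exposed to compounds without camptothecin for a minimum 48 hr at 37 °C.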
* = called active by the depositor; & = joins results of further samples; [ ] = another dose, or the depositor's remark. Calls follow the shape of the dose curve; as a rule, active = well fitted curve in the direction sought with a large enough effect; inconclusive = small, poorly fitted or top-dose-only effect, or another doubt; inactive = no such curve, though single readings can be large; an effect the other way counts as inactive or inconclusive. % is scaled to controls: 0 for no effect and ±100 for the full control effect; potency is read from the fitted curve at half-maximal effect. Only part of the results is shown. The share of hits here may be higher or lower than overall.

O=S(=O)(NCc1ccccc1)c1ccc(S(=O)(=O)N2CCCC2)cc1 was read as TDP1 inh 0.0%, GCN5L2 inh 0.5% and DT40 TDP1 no CPT -20.5%.
Screening COc1cc(/C=N/NC(N)=O)ccc1OC(=O)c1ccco1 returned TDP1 inh 1.3%, GCN5L2 inh -10.6% and DT40 TDP1 no CPT -19.2%.
`O=C(COC(=O)c1oc2ccccc2c1COc1ccccc1)NCCN1C(=O)CSC1=O` gave TDP1 inh 1.4%, GCN5L2 inh -0.2% and DT40 TDP1 no CPT -28.6%.
COCCNC(=S)Nc1ccccc1Cc1ccccc1 was read as TDP1 inh -2.7%, GCN5L2 inh -5.0% and DT40 TDP1 no CPT 13.8%.
CC(=O)N1CCc2cc(Br)cc(S(=O)(=O)NCc3ccccn3)c21 was read as TDP1 inh 2.0%, GCN5L2 inh 0.9% and DT40 TDP1 no CPT -14.2%.
Screening O=C(Cn1ncn2cccc2c1=O)N1CCCCC1 returned TDP1 inh -4.7%, GCN5L2 inh 3.6% and DT40 TDP1 no CPT -0.2%.
Screening CCC(=O)N1CCc2cc(S(=O)(=O)Nc3ccccc3C)ccc21 returned GCN5L2 inh -0.6% and DT40 TDP1 no CPT inconclusive.
`Cc1cc([N+](=O)[O-])ccc1NC(=O)CN1CCN(Cc2ccccc2)CC1` gave TDP1 inh 5.7%, GCN5L2 inh -1.5% and DT40 TDP1 no CPT -25.9%.
`CCC1CCCCN1C(=O)CSc1nc(-c2ccc(OC)cc2)cc(C(F)(F)F)n1` (stereo unspecified) gave TDP1 inh -3.2%, GCN5L2 inh -8.8% and DT40 TDP1 no CPT 9.2µM*.
Cc1cc(-c2n[nH]c(=S)n2-c2ccccc2)nn1C was read as TDP1 inh 2.3%, GCN5L2 inh -0.2% and DT40 TDP1 no CPT -18.0%.
Screening COc1ccc(Cl)cc1C(=O)NCCS(=O)(=O)N1CCN(c2ccccc2OC)CC1 returned TDP1 inh -0.6%, GCN5L2 inh -2.6% and DT40 TDP1 no CPT 18.4µM*.
For O=C(c1cc(S(=O)(=O)N2CCN(c3ccccc3)CC2)ccc1Cl)N1CCCCCCC1 the results were TDP1 inh -8.4%, GCN5L2 inh -11.0% and DT40 TDP1 no CPT 14.6µM*.
Cc1c(Cl)cccc1-n1ncc(C(=O)N2CCOCC2)c1C1CCN(C(=O)OC(C)(C)C)CC1 was read as TDP1 inh 0.0%, GCN5L2 inh 0.8% and DT40 TDP1 no CPT -16.9%.
C=CCn1c(SCC(=O)Nc2sc3c(c2C#N)CCC(C)C3)nc2cc(C(=O)O)ccc2c1=O (stereo unspecified) was read as TDP1 inh 44.7µM*, GCN5L2 inh -25.0% and DT40 TDP1 no CPT -7.7%.
For c1ccc(Nc2n[nH]nc2-c2ccccc2)cc1 the results were TDP1 inh 4.1%, GCN5L2 inh -9.3% and DT40 TDP1 no CPT -6.6%.
`[O-][n+]1c2ccccc2c2n1CCN1CCOC21c1ccc(Cl)cc1` (stereo unspecified) gave TDP1 inh 1.1%, GCN5L2 inh 2.7% and DT40 TDP1 no CPT 7.31µM*.
For CC1Cc2ccccc2N1C(=O)CSc1nnnn1-c1ccc2c(c1)OCCO2 (stereo unspecified) the results were TDP1 inh 2.1%, GCN5L2 inh -8.9% and DT40 TDP1 no CPT -22.4%.
Cc1cc(=O)[nH]c(N2CCOCC2)n1 was read as TDP1 inh 2.5%, GCN5L2 inh -3.4% and DT40 TDP1 no CPT -4.8%.
`CCOC(=O)Cc1ccc(NC(=O)N2CCC(CN3CCC(C)CC3)CC2)cc1` gave TDP1 inh 6.2%, GCN5L2 inh 1.0% and DT40 TDP1 no CPT -0.8%.
Screening COC(=O)c1ccc(CSc2nccn2C)cc1 returned TDP1 inh 3.1%, GCN5L2 inh 0.6% and DT40 TDP1 no CPT -15.2%.

Five structures from above, arranged by number of heavy atoms, rising.
Screening COC(=O)c1ccc(CSc2nccn2C)cc1 returned TDP1 inh 3.1%, GCN5L2 inh 0.6% and DT40 TDP1 no CPT -15.2%.
Screening O=C(Cn1ncn2cccc2c1=O)N1CCCCC1 returned TDP1 inh -4.7%, GCN5L2 inh 3.6% and DT40 TDP1 no CPT -0.2%.
O=S(=O)(NCc1ccccc1)c1ccc(S(=O)(=O)N2CCCC2)cc1 was read as TDP1 inh 0.0%, GCN5L2 inh 0.5% and DT40 TDP1 no CPT -20.5%.
`Cc1cc([N+](=O)[O-])ccc1NC(=O)CN1CCN(Cc2ccccc2)CC1` gave TDP1 inh 5.7%, GCN5L2 inh -1.5% and DT40 TDP1 no CPT -25.9%.
`CCOC(=O)Cc1ccc(NC(=O)N2CCC(CN3CCC(C)CC3)CC2)cc1` gave TDP1 inh 6.2%, GCN5L2 inh 1.0% and DT40 TDP1 no CPT -0.8%.

The list goes on.
`O=C(NCc1ccc(Cl)c(Cl)c1)c1ccco1` gave TDP1 inh 0.0%, GCN5L2 inh -4.4% and DT40 TDP1 no CPT inconclusive.
`S=C1NCCOCCNC(=S)NCCOCCOCCN1` gave TDP1 inh 7.6%, GCN5L2 inh -0.9% and DT40 TDP1 no CPT -4.3%.
`CCCc1cc(N2CCCC(C(=O)Nc3c(OC)cccc3OC)C2)n2ncnc2n1` (stereo unspecified) gave TDP1 inh 5.9%, GCN5L2 inh 2.4% and DT40 TDP1 no CPT -2.2%.
Screening COc1cc2nc(N3CCN(c4cc(C)ccc4C)CC3)nc(N)c2cc1OC returned GCN5L2 inh -3.6% and DT40 TDP1 no CPT 7.31µM*.
`NNC(=O)c1cc2cc3ccccc3nc2s1` gave TDP1 inh 6.3%, GCN5L2 inh -11.1% and DT40 TDP1 no CPT inconclusive.
For CCOc1ccc(CNC(=O)Cn2ccc3cc(S(=O)(=O)N4CCCCCC4)ccc32)cc1 the results were TDP1 inh 5.2%&8.5%, GCN5L2 inh -4.7%&-4.4% and DT40 TDP1 no CPT 25.9µM*.
Screening COc1ccc(NC(=S)N(CCCN2CCC(C)CC2)Cc2cccs2)cc1Cl returned TDP1 inh -5.3%, GCN5L2 inh 0.6% and DT40 TDP1 no CPT 18.4µM*.
O=C(c1ccc(C#Cc2ccccc2)o1)N1CCN(c2ccccn2)CC1 was read as TDP1 inh 5.2%, GCN5L2 inh -9.3% and DT40 TDP1 no CPT inconclusive.
`O=C(NCC1CCCO1)C1CC(=O)N(c2ccccc2)C1` (stereo unspecified) gave TDP1 inh 1.4%, GCN5L2 inh -0.5% and DT40 TDP1 no CPT -13.9%.
For COc1ccc(C(=O)O)cc1S(=O)(=O)NCCN(C)C the results were TDP1 inh 5.7%, GCN5L2 inh -1.3% and DT40 TDP1 no CPT 21.1%.
For CNc1nc(-c2ccccc2CN(C)C)nc2ccccc12 the results were GCN5L2 inh -4.5% and DT40 TDP1 no CPT inconclusive.
N#CCSc1ccc(-c2nc3ccccc3[nH]2)cn1 was read as TDP1 inh 2.4%, GCN5L2 inh -1.3% and DT40 TDP1 no CPT 23.1µM*.
For COc1cccc(/C=N/n2cncn2)c1OCC#N the results were TDP1 inh 3.2%, GCN5L2 inh 2.2% and DT40 TDP1 no CPT -13.4%.
For CC(=O)Nc1cccc(NC(=O)CSc2nc3c(c(=O)n(C)c(=O)n3C)n2C)c1 the results were TDP1 inh 3.8%, GCN5L2 inh -4.7% and DT40 TDP1 no CPT -0.7%.
Screening Cc1cc(C)nc(NC(=O)/C=C/c2ccccc2Cl)n1 returned TDP1 inh 4.2%, GCN5L2 inh -8.9% and DT40 TDP1 no CPT -11.6%.
O=C(Nc1ccc(Cl)cc1Cl)C1=Cc2ccccc2OC1 was read as TDP1 inh 0.0%, GCN5L2 inh -14.4% and DT40 TDP1 no CPT -17.2%.
`Cc1ccc(N2NC(C)(c3cccs3)NC2=S)cc1` (stereo unspecified) gave TDP1 inh 9.3%, GCN5L2 inh -1.8% and DT40 TDP1 no CPT inconclusive.
`CCS(=O)(=O)c1ccc2c(c1)NC(=O)C(CCCl)O2` (stereo unspecified) gave GCN5L2 inh -1.2% and DT40 TDP1 no CPT 0.9%.
For CC1CC(C)CN(S(=O)(=O)N2CCCC(C(=O)NCCc3ccccc3)C2)C1 (stereo unspecified) the results were TDP1 inh 1.3%, GCN5L2 inh 0.4% and DT40 TDP1 no CPT -3.9%.
NC(=O)CC(NC(=O)Cc1ccc(Cl)cc1)c1ccc(NC2CCCC2)c([N+](=O)[O-])c1 (stereo unspecified) was read as TDP1 inh 2.5%, GCN5L2 inh -7.7% and DT40 TDP1 no CPT inconclusive.
`CN1C(=O)Cc2cc(S(=O)(=O)N3CCN(c4ccc(Cl)cc4)CC3)ccc21` gave TDP1 inh 1.9%&6.6%, GCN5L2 inh -16.2%&0.6% and DT40 TDP1 no CPT 6.9%&-22.2%.
Screening O=C(CSc1nncn1-c1ccccc1F)NC1CCCCC1 returned TDP1 inh -0.2%, GCN5L2 inh -3.5% and DT40 TDP1 no CPT -2.1%.
CC1(C)CC(/C=C/c2ccccc2)=Nc2ccccc2N1 was read as TDP1 inh 9.4%, GCN5L2 inh inconclusive and DT40 TDP1 no CPT 20.6µM*.
Screening Cc1cccc(N2CCN(C(=O)CN3C(=O)COc4ccc(S(=O)(=O)N5CCCC5)cc43)CC2)c1C returned TDP1 inh 1.3% and GCN5L2 inh -2.9%.
Screening COc1ccc(C2=NN(c3nc(C(=O)O)cs3)C(O)(C(F)(F)F)C2)c(OC)c1 (stereo unspecified) returned TDP1 inh -5.1%, GCN5L2 inh inconclusive and DT40 TDP1 no CPT 2.3%.
`O=[N+]([O-])c1ccc(Nc2nc(NC3CCCCC3)nc(N3CCCC3)n2)cc1` gave TDP1 inh 7.9%, GCN5L2 inh -11.2% and DT40 TDP1 no CPT 23.1µM*.
Screening CCOC(=O)CSc1nc(-c2ccccc2)cc(C(F)(F)F)c1C#N returned GCN5L2 inh -5.9% and DT40 TDP1 no CPT -11.1%.
For CCCSc1ncc(Cl)c(C(=O)Nc2sc3c(c2C(=O)NCC)CCCC3)n1 the results were TDP1 inh -1.2%, GCN5L2 inh 0.6% and DT40 TDP1 no CPT inconclusive.
Screening COC(=O)c1ccc(OCC(O)CN2C(=O)c3ccccc3S2(=O)=O)cc1 (stereo unspecified) returned TDP1 inh -5.1%, GCN5L2 inh -2.2% and DT40 TDP1 no CPT inconclusive.
`CC(OC(=O)Cc1n[nH]c(=O)c2ccccc12)C(=O)Nc1ccc(F)cc1Cl` (stereo unspecified) gave GCN5L2 inh -0.5% and DT40 TDP1 no CPT -15.7%.
`Cc1ccc(Cl)cc1NC(=O)Cn1c(=O)c2ccccc2n2nncc12` gave TDP1 inh 1.3%, GCN5L2 inh 4.5% and DT40 TDP1 no CPT -7.6%.
Screening Cc1nc(NC(=O)c2cc3ccccc3o2)ccc1Br returned TDP1 inh 4.0%[56.1 µM], GCN5L2 inh 11.4% and DT40 TDP1 no CPT -12.9%.
`Cc1ccc(CNC(=O)Cc2coc3cc(C)cc(C)c23)cc1` gave TDP1 inh 2.5%, GCN5L2 inh -6.2% and DT40 TDP1 no CPT inconclusive.
`CC1CC(C)(C)CC(=O)C1C(=O)c1ccccc1` (stereo unspecified) gave TDP1 inh -1.2%, GCN5L2 inh 1.2% and DT40 TDP1 no CPT -3.5%.
For O=c1cnc2cnc(Nc3ccccc3)nc2n1Cc1cccs1 the results were GCN5L2 inh -8.9% and DT40 TDP1 no CPT inconclusive.
`CCCCn1nnnc1SCC(=O)Nc1ccc2c(c1)OCO2` gave TDP1 inh 1.1%, GCN5L2 inh 1.3% and DT40 TDP1 no CPT -10.6%.
CC1CCCCC1NC(=O)CCS(=O)(=O)c1cc2c(cc1Cl)NC(=O)CO2 (stereo unspecified) was read as TDP1 inh 3.2%, GCN5L2 inh -5.1% and DT40 TDP1 no CPT 1.2%.
Screening CCN(CC)CCNC(=O)c1ccc2nc(CCc3ccccc3)oc2c1 returned TDP1 inh 5.3%, GCN5L2 inh 10.7% and DT40 TDP1 no CPT inconclusive.
Screening CCc1ccc2c(c1)NC(c1ccc(C)cc1)=NC(c1cccs1)=N2 returned TDP1 inh 11.6%, GCN5L2 inh -8.3% and DT40 TDP1 no CPT 25.9µM*.
For CC1CCC(CN2C(Nc3ccccc3)=NC[C@@H]2Cc2ccccc2)CC1 (stereo partly specified) the results were TDP1 inh 0.7%, GCN5L2 inh -7.7% and DT40 TDP1 no CPT 7.31µM*.
CCOC(=O)C1CCCN(CCC(=O)Nc2ccc3c(c2)CCC3)C1 (stereo unspecified) was read as TDP1 inh 3.1%, GCN5L2 inh -15.2% and DT40 TDP1 no CPT inconclusive.
